Screening results (PubChem BioAssay)
DT40 TDP1 CPT: growth inhibition of DT40 Tdp1-/-;hTDP1 cells with camptothecin (screen for TDP1 inhibitors). chicken DT40 Tdp1-/-;hTDP1 cells + 20 nM CPT, ATP luminescence, 48 h. Potency, µM (doses to about 46.2 µM), for inactives: at the highest dose activity change, negative = growth inhibition, most hits filed as inhibitors. 12% of 420,000 active; further: nearly all actives have a fitted effect of over 55% in size
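Chicken DT40 Tdp1-/- cells stably complemented with human TDP1 were seeded at 400 cells/well in medium containing 20 nM camptothecin, exposed to pin-transferred compounds, and grown at 37 °C for at least 48 hr. Viability was read as ATP luminescence.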
DT40 TDP1 no CPT: qHTS for Inhibitors of human tyrosyl-DNA phosphodiesterase 1 (TDP1): qHTS in cells in absence of CPT. 15% of 420,000 active. Potency, µM (top dose mostly 46.2 µM), for the others: top-dose activity change, negative = growth inhibition, usual class: inhibitors. AID 686978, 2013. DT40 Tdp1-/- hTDP1 cells, no CPT, ATP luminescence, 48 h; further: nearly all actives have a fitted effect of over 55% in size
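Seeded 400 DT40-hTDP1 cells/well (vehicle DMSO, no 20 nM CPT); pinned compounds; ≥48 hr at 37 °C; CellTiter-Glo luminescence as viability measure.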
TDP1 block: TDP1 (human) enzyme inhibition; recombinant TDP1, AlphaScreen DNA substrate cleavage; Potency, µM (top dose mostly 130 µM), inactives show top-dose activity change, negative = inhibition, actives largely listed as inhibitors; 0.28% of 350,000 active; AID 485290; further: nearly all actives have a fitted effect of over 40% in size
Target sequence (Q9NUW8 whole entry, looked up): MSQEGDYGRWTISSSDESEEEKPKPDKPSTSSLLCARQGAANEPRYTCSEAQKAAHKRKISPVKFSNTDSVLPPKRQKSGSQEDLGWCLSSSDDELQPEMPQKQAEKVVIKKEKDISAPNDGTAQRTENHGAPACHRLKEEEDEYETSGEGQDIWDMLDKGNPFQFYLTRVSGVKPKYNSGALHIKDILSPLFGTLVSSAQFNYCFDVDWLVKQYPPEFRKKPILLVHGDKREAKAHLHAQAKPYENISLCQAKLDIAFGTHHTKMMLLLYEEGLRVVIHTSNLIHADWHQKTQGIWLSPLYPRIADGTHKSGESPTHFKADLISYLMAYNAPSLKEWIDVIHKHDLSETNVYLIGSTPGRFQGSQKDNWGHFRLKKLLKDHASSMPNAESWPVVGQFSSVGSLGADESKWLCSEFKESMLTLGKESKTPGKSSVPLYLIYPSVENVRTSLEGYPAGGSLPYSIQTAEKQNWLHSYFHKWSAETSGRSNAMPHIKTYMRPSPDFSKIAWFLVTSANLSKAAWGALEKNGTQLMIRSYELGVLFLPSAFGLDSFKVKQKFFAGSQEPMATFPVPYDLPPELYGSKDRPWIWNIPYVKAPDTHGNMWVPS
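Compounds were preincubated with Tdp1 (1 nM final) for 15 min at room temperature before substrate (15 nM final) started a 5 min reaction; beads (10 ug/ml final) were then added for 10 min before AlphaScreen detection.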
Starred values were filed as active, the others as inactive; ? = inconclusive; . = not tested or not shown; [ ] = dose if it differs, or a comment. The call rests on the fitted dose curve; in most records, active means well fitted curve in the direction sought with a large enough effect; inconclusive means small, poorly fitted or top-dose-only effect, or another doubt; inactive means no such curve, though single readings can be large; an effect the other way counts as inactive or inconclusive. On the % scale 0 is the no-effect control and ±100 the full control effect; potency means the concentration at half of the fitted maximal effect.

Structure | DT40 TDP1 CPT | DT40 TDP1 no CPT | TDP1 block
COc1ccc(NC2c3ncccc3C(=O)N2Cc2ccccc2)c(OC)c1 (stereo not given) | -22.0% | -24.0% | 0.0%
Nc1cccc2c1C(=O)N(C(=O)/C=C/c1ccc(F)cc1)C2=O | 16.4µM* | 23.1µM* | 0.0%
CCc1nc2c(OCc3ccc(Cl)cc3Cl)cccn2c1N(C)C(=O)c1ccccc1F | ? | ? | .
CC(C)(C)c1cc(C(F)(F)F)n2ncc(-c3ccccc3)c2n1 | -12.9% | ? | 0.0%
CCOc1ccccc1C(=O)N(C)Cc1cc2ccccc2[nH]c1=O | -1.0% | 8.8% | 2.9%
O=C(Nc1csc(Cc2c(Cl)cccc2Cl)n1)NN1CCOCC1 | -1.8% | -21.5% | .
CCn1c(=O)sc2cc(NS(=O)(=O)c3ccc(C)cc3)ccc21 | ? | ? | 2.5%
Cc1ccccc1N=C1Nc2ccccc2N[C@]12C[C@H]1CCCC(=O)N3CC[C@@H](C2)[C@@H]13 | 8.1% | -24.0% | .
Cc1ccc(F)c(S(=O)(=O)NC(=O)C2(C)CCN2C(=O)CCc2ccccc2)c1 (stereo not given) | -11.9% | -9.2% | .
COc1ccc(NCc2nnc3n2CCCCC3)c(OC)c1 | -4.8% | 3.9% | 0.0%
O=C(c1cc2ccccc2oc1=O)N(Cc1cccs1)CC1CCCO1 (stereo not given) | ? | ? | 0.0%
O=C(COC(=O)[C@H](Cc1c[nH]c2ccccc12)NC(=O)c1ccc(Cl)cc1)Nc1ccc2c(c1)OCO2 | -27.9% | -29.9% | 9.8%
COC(=O)CN1C(=O)C(O)=C(C(C)=O)C1c1ccc([N+](=O)[O-])cc1 (stereo not given) | 3.0% | -5.5% | 0.0%
Cc1nn(C)c(Oc2ccccc2)c1CCNC(=O)CC(C)C | -27.8% | ? | 5.4%
CCOc1ccccc1OCCN[C@H](C)Cc1ccc(OC)c(S(N)(=O)=O)c1 | -4.4% | ? | .
O=C(OCCC12CC3CC(CC(C3)C1)C2)c1ccc(NCc2cc(O)ccc2O)cc1 | 1.84µM* | 2.06µM* | .
CC(=O)NCCOc1ccc2oc3ccccc3c2c1 | ? | ? | 3.1%
CCCn1c(CCCNC(=O)c2ccccc2OC)nc2ccccc21 | ? | 18.4µM* | 5.9%
Cc1cccc(CCNC(=O)c2cc3c(=O)n(C)c4ccccc4c3n2C)c1 | ? | ? | 0.0%
CC(C)NC(=O)NC(=O)COC(=O)c1cccc(S(=O)(=O)N2CCCCC2)c1 | -26.1% | -1.3% | 4.3%
Cc1ccc(OCCC(=O)Nc2ccc(C)c(S(=O)(=O)N3CCOCC3)c2)cc1 | ? | ? | 0.3%
COc1ccccc1CC(=O)Nc1sc2c(c1C(N)=O)CCCC2 | -5.1% | -32.1% | 3.0%
Cc1cccc(NC(=S)N2CCN(C(=O)C3CCCO3)CC2)c1 (stereo not given) | -7.1% | 1.8% | -4.3%
COc1ccccc1N1CCN(c2ncc(C(=O)N3CCN(c4cccc(Cl)c4)CC3)c3ccccc23)CC1 | 2.59µM* | 2.59µM* | 1.2%
COc1ccc(CCn2c(O)cc3nn(-c4nc5ccccc5s4)c(=O)c-3c2C)cc1 | -26.0% | 16.4µM* | .
Cc1ccc(/C=C2\SC(=S)N(/N=C/c3cc([N+](=O)[O-])ccc3O)C2=O)o1 | ? | ? | ?
Cc1ccc(NC(=O)CSc2nnc(NC(=O)C3CC3)s2)cc1 | 16.1% | 8.9% | 2.1%
CC(C)CC(=O)N1CCN(Cc2cccc(F)c2)CC1 | -1.0% | -3.4% | -4.1%
CCCOc1ccc(Cc2c(COCC)[nH]c(=S)[nH]c2=O)cc1 | -1.2% | -16.0% | -3.0%
O=C(Cn1ccc2cc(S(=O)(=O)N3CCCCCC3)ccc21)NCc1cccc(Cl)c1 | ? | 18.4µM* | 5.7%
COc1cc2c(cc1OC)CN(Cc1ccc(F)cc1)CC2 | -2.0% | ? | .
O=C1Nc2ccccc2N(O)N1c1ccc(S(=O)(=O)Nc2ccccn2)cc1 | 2.9% | 2.1% | 2.9%
Cc1cc2cc(CNC(=O)C3CCCC3)ccc2n1C | -16.8% | -14.8% | .
Cc1onc(-c2ccccc2)c1C(=O)NCC1COc2ccccc2O1 (stereo not given) | -4.4% | -9.2% | 6.8%
COc1cccc(COC(=O)c2cc(=O)[nH]c3ccc(S(=O)(=O)N4CCOCC4)cc23)c1OC | -8.4% | -1.8% | -19.5%
C[C@@H]1CN([C@@H](C)CO)C(=O)CCCn2nncc2CO[C@@H]1CN(C)S(=O)(=O)c1cn(C)cn1 | -2.3% | 7.5% | .
CS(=O)(=O)N(Cc1ccccc1Cl)c1ccc(C(=O)N2CCCC2)cc1 | -1.2% | -15.6% | .
O=C(c1ccc(Cl)cc1)N1CCOc2ccccc21 | ? | ? | .
Cc1ccc(-c2noc(CCC(=O)Nc3cccc(C#N)c3)n2)cc1 | ? | 18.4µM* | 3.8%
COC(=O)C1=C(COc2ccccc2)NC(=O)NC1c1ccc2ccccc2c1 (stereo not given) | ? | 23.1µM* | .
COCCn1c(=NC(=O)c2sc3ccccc3c2Cl)sc2cc(S(N)(=O)=O)ccc21 | ? | 13µM* | 1.8%
Cc1ccc(-c2csc(NC(=O)CCNC(=O)c3ccc(Cl)cc3)n2)cc1 | ? | ? | 3.6%
CCn1c(/C(C#N)=C/c2ccccc2Cl)nc2ccccc21 | ? | 25.9µM* | 7.0%
Cc1ccccc1C(NC(=O)C1CCN(Cc2ccc(Oc3ccccc3)cc2)CC1)c1ccsc1 (stereo not given) | 18.4µM* | 18.4µM* | .
Cc1ccc(S(=O)(=O)CC(=O)Nc2ccc3nc(C)sc3c2)cc1 | -4.2% | 7.0% | 4.2%
O=C(CNS(=O)(=O)c1ccc(Cl)cc1)N1CCN(c2ccc(F)cc2)CC1 | ? | ? | 2.8%
C=CCn1c(O)c(N=Nc2ccccc2C)c2ccccc21 | 18.4µM* | ? | 3.6%
OCCN(CCO)c1ccc(C(c2ccccc2Cl)c2ccc(N(CCO)CCO)cc2Cl)c(Cl)c1 | ? | 18.4µM* | 8.2%
C[C@@H]1CCCCO[C@@H](CN(C)C(=O)Cc2ccccc2)[C@@H](C)CN([C@H](C)CO)C(=O)c2cc(NC(=O)C3CCCCC3)ccc2O1 | ? | -6.2% | .
CN1c2ccccc2Oc2nnc(N3CCN(Cc4ccccc4)CC3)cc21 | ? | ? | 2.4%
COc1ccccc1NC(NC(=O)c1ccco1)C(=O)c1ccccc1 (stereo not given) | ? | -22.4% | 6.2%
COc1ccccc1C(C)NC(=O)c1cc(=O)[nH]c2ccccc12 (stereo not given) | -11.0% | -7.2% | 0.0%
O=C(NCCc1ccc(Cl)cc1)c1ccc(CSCc2ccccc2Cl)o1 | 14.6µM* | 16.4µM* | 2.6%
Cc1nn(C)cc1CN1CCCC(C(=O)c2ccc(-c3ccccc3)c(F)c2)C1 (stereo not given) | 18.4µM* | 18.4µM* | .
Oc1c(/C=N/Nc2cccc3cccnc23)ccc2ccccc12 | ? | ? | 9.1%
CCCn1c(=O)c(C(=O)NCCc2ccc(OC)cc2)c(O)c2ccccc21 | ? | ? | 5.3%
FC(F)(F)c1ccc(Sc2nnc(-c3cccs3)n2CC2CCCO2)nc1 (stereo not given) | -16.3% | -12.9% | 5.3%
Cc1ccnc(NS(=O)(=O)c2ccc(N3C(=O)C4CCCCC4C3=O)cc2)n1 (stereo not given) | 5.6% | 0.7% | 1.6%
CN(CC(=O)Nc1ccc(Cl)c(C(F)(F)F)c1)C(=O)CC1Sc2ccccc2NC1=O (stereo not given) | 13µM* | 13µM* | 2.4%
Cc1ccc(-c2nc(SCc3ccc(Br)cc3)n3[nH]c(=O)cc3n2)cc1 | ? | ? | 2.6%

Reformatted: two of the compounds above.
Nc1cccc2c1C(=O)N(C(=O)/C=C/c1ccc(F)cc1)C2=O
  DT40 TDP1 CPT: 16.4µM* | DT40 TDP1 no CPT: 23.1µM* | TDP1 block: 0.0%
CCc1nc2c(OCc3ccc(Cl)cc3Cl)cccn2c1N(C)C(=O)c1ccccc1F
  DT40 TDP1 CPT: ? | DT40 TDP1 no CPT: ? | TDP1 block: .

The results go on.
Structure | DT40 TDP1 CPT | DT40 TDP1 no CPT | TDP1 block
N#C/C(=C\c1cn(CCOc2ccccc2)c2ccccc12)C(=O)NCc1cccs1 | -1.8% | -18.4% | -5.5%
O=C1CC(NS(=O)(=O)c2cc(F)ccc2F)CN1c1ccc2c(c1)OCCO2 (stereo not given) | -18.2% | -20.3% | .
COc1ccc(OC)c(-c2csc(NC(=O)Cc3ccccc3OC)n2)c1 | -18.1% | ? | 3.7%[0.0935 µM]
CCCCNCCS(=O)(=O)NCc1ccc(OC)cc1 | -1.8% | -9.4% | .
CN(C)CCN(C(=O)/C=C/c1cccs1)c1nc2ccc(F)cc2s1 | 20.6µM* | 18.4µM* | -5.3%
COc1ccccc1-c1cc(NC(C)=O)c2ncc(-c3ccccc3)n2c1 | 20.6µM* | 9.2µM* | .
CCN(CC)S(=O)(=O)c1cc(C(=O)OC)ccc1Cl | -3.8% | -24.0% | -1.5%
CCCCNC(=O)O[C@H]1C[C@@H]2CCN3C(=O)CCC(C)(C)[C@H](C1)[C@H]23 | -28.3% | -6.1% | .
COc1ccc(Cc2nnc(NC(=O)c3cccc(F)c3)s2)cc1OC | -2.9% | -0.9% | .
O=C1C2=C(NC(=S)NC2c2ccc(Cl)cc2)NC(c2ccc(Cl)cc2)N1c1ccc(Cl)cc1 (stereo not given) | ? | ? | 1.9%
CCN(CC)c1ccc2cc(NC(=O)CCC(=O)O)c(=O)oc2c1 | -4.5% | 0.6% | 5.2%
COc1ccc(C2(CNC(=O)C(=O)Nc3ccc(C)cc3)CCOCC2)cc1 | ? | ? | 7.4%
Cc1ccc(CN(C(=O)c2cc(=O)c3cc(C)cc(C)c3o2)C2CCS(=O)(=O)C2)cc1 (stereo not given) | ? | 18.4µM* | 1.4%
COc1ccc(CCNC(=O)C(CC(C)C)N2Cc3ccccc3C2=O)c(OC)c1OC (stereo not given) | ? | ? | -3.7%
Cc1ccc2c(C)c(C(=O)N(Cc3ccc(N(C)C)cc3)Cc3ccco3)oc2c1C | ? | 13µM* | 11.0%
Cc1ccc(Cl)cc1NS(=O)(=O)c1cc2[nH]c(=O)c(=O)[nH]c2cc1C | 5.8% | 2.0% | 3.4%
CCCCCSc1nnc(C)c(=O)[nH]1 | -5.6% | 2.8% | 3.4%
COc1cccc(NC(=O)CCC(=O)NCc2ccco2)c1 | 0.3% | 3.2% | -0.9%
CC(=O)c1ccc(N2CCN(Cc3nc(Cc4ccccc4)no3)CC2)cc1 | ? | 16.4µM* | 6.2%
Cc1ccc(NC(=O)c2ccc(C(C)(C)C)cc2)cc1[N+](=O)[O-] | -13.2% | -24.9% | 5.3%
O=C(NCCCCc1ccccc1)Nc1ccc(F)cc1F | ? | -25.5% | 0.4%
Cc1noc(C)c1S(=O)(=O)N1CCC(C(=O)N2CCC(C)CC2)CC1 | -10.9% | 2.3% | 2.9%
O=C(CSc1ccc2c(c1)OCCO2)Nc1ncccc1O | -11.2% | -27.8% | ?
O=C(O)C(=Cc1cccc([N+](=O)[O-])c1)c1ccc(Cl)cc1 | ? | ? | .
O=C(Nc1cccc(C(=O)N2CCCC2)c1)C1CCC1 | -5.1% | -0.4% | .
O=C(NNS(=O)(=O)c1ccc2ccccc2c1)c1cc(-c2ccccn2)nc2ccccc12 | 16.2% | -0.1% | 8.1%
COc1ccc(OCCOc2ccc(C)nc2[N+](=O)[O-])cc1 | -0.4% | 1.5% | 4.5%
C/C(=N/OCc1ccc(Br)cc1)c1ccccn1 | 5.6% | ? | -7.2%
CC(=O)c1c(C)[nH]c(C(=O)CN2C(=O)NC(C)(c3ccc(C)cc3)C2=O)c1C (stereo not given) | ? | ? | 1.8%
Cc1c(C=O)c2ccccn2c1C(=O)c1ccc(F)cc1 | ? | -25.7% | .
O=C(NN1C(=O)/C(=C/c2ccc(O)cc2)SC1=S)c1cccc(O)c1 | ? | ? | .
Cc1ccc(NC(=S)Nc2ccc(S(=O)(=O)Nc3ncccn3)cc2)c(C)c1 | 2.0% | 28.2% | 3.5%
CCC(C)NC(=O)CN(c1cc(C)ccc1OC)S(C)(=O)=O (stereo not given) | -0.3% | -11.0% | 7.1%
c1ccc(-c2noc(C3CCC3)n2)nc1 | -7.4% | -18.8% | .
Cc1ccnc(NC(=O)c2cc(-c3ccc(Cl)s3)nc3ccccc23)c1 | 10.3µM* | 18.4µM* | -10.6%
Cc1cccc2nc(-c3ccco3)c(Nc3ccccc3)n12 | ? | ? | 6.2%
